# SR-BI HDL uptake: inhibitors of SR-BI mediated HDL lipid uptake, primary screen, ldlA[mSR-BI] cells, fluorescence, single point; inhibition, % at 12.5 µM; 320,000 compounds, 0.96% hits; ldlA[mSR-BI] CHO cells, DiI-HDL uptake fluorescence, 3 h; Scavenger receptor class B member 1 (Mus musculus), Q61009;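 active means mean replicate inhibition of at least 70% and a set share of replicates each scoring 70 or more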;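 further: 0% = median of neutral control wells and 100% = median of positive control wells; values of inactives mirror those of a sister screen read the other way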
# Target sequence (Q61009 whole entry, looked up): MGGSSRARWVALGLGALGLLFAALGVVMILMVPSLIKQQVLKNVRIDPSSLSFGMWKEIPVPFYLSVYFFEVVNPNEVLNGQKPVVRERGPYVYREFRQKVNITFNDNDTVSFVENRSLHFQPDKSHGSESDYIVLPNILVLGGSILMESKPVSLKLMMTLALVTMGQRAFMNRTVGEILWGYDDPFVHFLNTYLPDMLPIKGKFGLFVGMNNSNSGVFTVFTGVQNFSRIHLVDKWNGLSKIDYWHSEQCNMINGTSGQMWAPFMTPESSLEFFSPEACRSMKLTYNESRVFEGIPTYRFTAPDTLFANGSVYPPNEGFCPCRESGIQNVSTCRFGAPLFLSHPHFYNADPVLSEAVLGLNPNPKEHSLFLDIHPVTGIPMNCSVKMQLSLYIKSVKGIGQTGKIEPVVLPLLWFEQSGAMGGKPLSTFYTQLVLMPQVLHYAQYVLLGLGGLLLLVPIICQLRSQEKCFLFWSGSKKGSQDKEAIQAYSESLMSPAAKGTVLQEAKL
# SR-BI uptake up: activators of SR-BI mediated DiI-HDL uptake, primary screen, ldlA[mSR-BI] CHO cells, DiI fluorescence | 3 h; 100 = double the neutral-control signal | 320,000 compounds, 0.096% hits | activation, % at 12.5 µM | AID 504775, 2011;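 active means mean replicate activation of at least 60% and every replicate at or above 60%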;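 further: 0% = median plate neutral-control signal and 100% = twice that signal; values of inactives mirror those of a sister screen read the other way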
#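 System: CHO ldlA[mSR-BI] cells / Medium: HEPES-buffered (25 mM, pH 7.4) F12 plus 0.5% BSA / Probe or stimulus: labelled HDL, 10 µg/mL / Doses: single compound concentration, delivered by pin transfer / Schedule: 3 h, 37 °C / Measured by: DiI fluorescence, bottom read / Measure: cell-associated DiI fluorescence as measure of HDL uptake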
# PvdQ acylase: P. aeruginosa PvdQ acylase inhibitors, primary screen, biochemical, fluorescence, plate reader and imaging, single point; PvdQ acylase [Pseudomonas aeruginosa LESB58]; purified PvdQ acylase; inhibition, % at 10 µM; 340,000 compounds, 0.063% hits; in the data active means inhibition above about 30%, passing the limit was not always enough;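 further: 0% = vehicle neutral wells and 100% = reference inhibitor wells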
# MITF act: activators of MITF-driven TRPM1 promoter reporter, primary screen, cell-based, SK-MEL-5, luciferase, single point. 300,000 compounds, 0.75% hits. SK-MEL-5 TRPM1-promoter luciferase, 24 h; % of positive control, neutral wells = 0. activation, % at 12.5 µM. AID 588334, 2011;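 active means mean activation of at least 80% with every replicate also reaching 80%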;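 further: 0% = neutral control wells and 100% = parthenolide positive control wells; values of inactives mirror those of a sister screen read the other way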
# PfHsp90 yeast 2: growth inhibition of PfHsp90-expressing yeast, primary screen, antimalarial PfHsp90 inhibitor project, S. cerevisiae, BacTiter-Glo luminescence, single point, set 2. 310,000 compounds, 0.32% hits. AID 504621, 2011. BacTiter-Glo ATP, 48 h; yeast lacking PDR1 and PDR3 efflux regulators. inhibition, % at 9.4 µM;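 active means every replicate shows inhibition above about 80%, whatever the replicate mean, limit read from the data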;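 further: 0% = DMSO neutral controls and 100% = 20 µM radicicol positive controls; yeast relying on Plasmodium falciparum Hsp90 in place of its own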
# CAL PDZ FP-1: CAL PDZ peptide-binding inhibitors, primary screen, biochemical, fluorescence polarization, Cer-tagged CAL PDZ, HTS. Golgi-associated PDZ and coiled-coil motif-containing protein (Homo sapiens), Q9HD26. purified CAL PDZ, TMR-peptide fluorescence polarization, 1 h. inhibition, % at 20 µM. 330,000 compounds, 0.02% hits. AID 504414, 2011;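 active means highest replicate inhibition of at least 40%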;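 further: plate controls were DMSO neutral control wells for no effect and unlabeled competitor peptide control wells for full effect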
#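 material = purified tagged CAL PDZ domain construct (CerCALP) | compound dosing = 20 µM, one dose | times = 1 h at RT | measured by = fluorescence polarization from S- and P-plane intensities, G-factor corrected | read-out = inhibition from polarization loss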
# Rtt109 Vps75: inhibitors of C. albicans Rtt109/Vps75 HAT, primary screen, biochemical, ThioGlo CoA-SH fluorescence, plate reader. inhibition, % at 34.9 µM. 330,000 compounds, 0.16% hits. AID 540336, 2011. Histone acetyltransferase RTT109 (Candida albicans (strain SC5314 / ATCC MYA-2876)), …. purified Rtt109/Vps75, 4 h;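 active means inhibition of at least 50% in every replicate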
# Target sequence (Q5AAJ8 whole entry, looked up): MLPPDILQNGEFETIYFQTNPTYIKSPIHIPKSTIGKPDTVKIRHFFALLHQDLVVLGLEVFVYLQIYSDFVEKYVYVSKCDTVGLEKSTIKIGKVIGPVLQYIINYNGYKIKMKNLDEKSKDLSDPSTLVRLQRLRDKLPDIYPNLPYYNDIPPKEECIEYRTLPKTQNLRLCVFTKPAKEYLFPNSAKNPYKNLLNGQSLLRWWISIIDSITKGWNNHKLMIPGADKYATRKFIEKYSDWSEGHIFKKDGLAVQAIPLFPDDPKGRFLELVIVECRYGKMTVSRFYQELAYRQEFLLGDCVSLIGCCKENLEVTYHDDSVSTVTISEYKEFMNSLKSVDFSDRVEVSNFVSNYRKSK
# dFosB act: activators of delta FosB homodimer, primary screen, biochemical, fluorescence polarization, TAMRA-CDK5 oligo, single point; purified delta FosB; percent of positive-control signal above neutral wells; activation, % at 25 µM; 340,000 compounds, 0.99% hits; AID 493131, 2011;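 active means mean activation above about 17%, with every replicate also reaching it, limit read from the data, passing the limit was not always enough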;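 further: fluorescence polarization rise as delta FosB binds a TAMRA Cdk5 AP-1 oligo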
# NSD2 HMT inh: NSD2 histone methyltransferase inhibitors, primary screen, biochemical, AlphaScreen, single concentration, set 2; Histone-lysine N-methyltransferase NSD2 (Homo sapiens), O96028; NSD2 peptide methylation, 120 min; inhibition, % at 12.5 µM; 310,000 compounds, 0.54% hits; AID 743445, 2014; in the data active means inhibition above about 50%
# CAL PDZ FP-2: untagged CAL PDZ binding inhibitors, primary screen, biochemical, fluorescence polarization, HTS; AID 602252, 2012; 300,000 compounds, 0.92% hits; purified CAL PDZ, TMR-peptide fluorescence polarization, 1 h; Golgi-associated PDZ and coiled-coil motif-containing protein (Homo sapiens), Q9HD26; inhibition, % at 24.9 µM;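 active means mean inhibition of at least 30% with at least half of replicates also reaching 30%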;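 further: 0% = DMSO neutral control and 100% = excess unlabeled competitor peptide PRC23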
# Starred values were filed as active, the others as inactive; . = not tested or not shown.
molecule	SR-BI HDL uptake	SR-BI uptake up	PvdQ acylase	MITF act	PfHsp90 yeast 2	CAL PDZ FP-1	Rtt109 Vps75	dFosB act	NSD2 HMT inh	CAL PDZ FP-2
O=C(c1ccc(S(=O)(=O)Nc2ccccc2)cc1)N1CCOCC1	-11.7	11.7	-8.5	-4.8	-4.2	-1.1	-8.8	7.9	0.1	-5.5
COc1ccc(Nc2nc3ccccc3nc2NS(=O)(=O)c2ccc(NC(C)=O)cc2)cc1	.	.	3.2	2.5	-37.5	-1.4	11.0	-17.2	-1.0	-8.2
COc1ccc(N2C(=O)CC(N3CCC(O)(c4cccc(C(F)(F)F)c4)CC3)C2=O)cc1 (configuration not stated)	-5.3	5.3	-13.1	-1.3	7.9	-0.4	-8.6	0.7	1.8	0.2
COc1ccc2c(c1)c(C(C)=O)c(C)n2-c1ccccc1	65.0	-65.0	-16.4	-8.6	9.2	-2.8	-1.4	-8.5	3.8	-3.4
CCOc1cc(C(=O)NCc2ccncc2)cc(OCC)c1OCC	-3.8	3.8	-4.1	-5.4	14.6	-2.5	-2.9	-12.4	-1.3	.
O=C(O)CCCCCNC(=O)/C=C/c1ccco1	-48.6	48.6	2.1	3.2	8.0	-0.3	10.3	-4.5	-2.9	.
COC(=O)c1ccc([C@@H](O)[C@H](C)C(=O)CC(=O)OC(C)(C)C)cc1	-17.0	17.0	-0.6	10.3	-4.7	-1.3	0.9	-1.6	.	-2.9
CSc1ccc(C(=S)N2CCN(CCO)CC2)cc1	-8.7	8.7	6.3	-3.2	-6.8	-1.9	.	-1.3	-1.4	-1.6
CCn1cnc2cc(NS(=O)(=O)c3ccc(OC)c(OC)c3)ccc21	-8.5	8.5	8.1	1.0	8.7	1.5	-3.2	-3.9	34.6	-7.1
COC(=O)c1ccc(OC(=O)CCS(=O)(=O)c2ccc(C)cc2)cc1	-15.2	15.2	-3.6	6.0	-11.0	-0.2	2.7	-5.2	1.7	.
COc1ccc(N2C(=S)NC3CS(=O)(=O)CC32)cc1 (configuration not stated)	0.4	-0.4	-4.7	.	2.3	0.0	-4.4	-0.6	-1.1	-1.2
CCCC(=O)O[C@]1(C(=O)CO)CC[C@H]2[C@@H]3CCC4=CC(=O)CC[C@]4(C)[C@H]3[C@@H](O)C[C@@]21C	3.1	3.9	-20.5	15.4	5.2	-0.2	0.4	-8.5	.	0.3
CC(NC(=O)c1ccccc1Cl)c1ccc(-n2ccnc2)cc1 (configuration not stated)	0.9	-0.9	-18.2	-17.0	13.4	-1.1	1.9	-1.1	0.0	.
Cn1c(CC(=O)NCCO)c(Sc2ccccc2)c2ccccc21	-17.3	17.3	-10.9	3.0	24.0	0.3	-4.5	-4.3	.	-3.1
COc1cccc(CNC(=O)COc2cc(O)c3c(c2)OC(C)(C)CC3=O)c1	6.0	-6.0	-12.1	9.8	-4.7	-0.4	13.7	-17.9	.	-1.8
CCOC(=O)C(C)Sc1cc(CS(=O)(=O)c2ccccc2)nc(-c2ccccc2)n1 (configuration not stated)	.	.	-10.0	8.7	.	-1.3	-11.2	-10.3	-2.1	.
COc1ccc(NC(=O)CN2CCN(CC(=O)Nc3ccccc3F)CC2)c(OC)c1	7.5	-7.5	-21.7	.	22.7	1.1	-7.8	7.7	-1.4	.
Cc1ccc(S(=O)(=O)N2CCOC2CNC(=O)C(=O)NCCc2c[nH]c3ccccc23)cc1 (configuration not stated)	25.5	-25.5	-12.2	-12.9	11.5	-1.8	5.3	2.4	0.1	0.2
COC(=O)c1ccc(C(=O)OC)c(NC(=O)COC(=O)c2ccccc2OC)c1	18.8	-18.8	-19.3	0.1	-8.0	-1.4	-5.6	-10.4	4.4	0.1
COCCN(C(=O)c1csnn1)C(C(=O)NC1CCCCC1)c1ccccc1 (configuration not stated)	-16.1	16.1	-3.7	10.5	12.9	-1.3	-3.3	0.0	-0.8	0.9
O=C(NCCC1=CCCCC1)C1CCN(C(=O)Nc2ccccc2)CC1	48.8	-48.8	-15.4	.	.	-0.7	0.9	-5.9	-2.1	2.5
CCC1(CC)CNC(=O)NC1	-25.1	25.1	-12.4	-3.4	-17.8	0.0	-6.5	2.8	-2.5	-0.7
Cc1cc(C(=O)NC2CCCCCCC2)ccc1[N+](=O)[O-]	-1.0	1.0	-7.4	.	-13.3	-0.4	0.4	-1.0	-2.6	.
CC(=O)c1c(C)[nH]c(C(=O)COC(=O)c2cccnc2Cl)c1C	49.0	-49.0	3.3	25.7	0.1	-1.4	3.0	-11.5	12.9	-8.4
COc1cc(CO)cc(Br)c1OCC(=O)O	.	.	-8.1	-3.6	14.1	-1.0	-2.8	-2.5	.	2.1
CCc1cc(Cn2nc(-c3ccccc3)cc2C(=O)NCCOC)on1	2.2	-2.2	-9.5	-4.5	-5.0	1.0	-5.3	2.8	.	-1.8
CS(=O)(=O)Nc1ccc(OCc2ccccc2)cc1	-4.3	4.3	-2.7	76.8	7.8	0.9	-5.4	4.1	0.8	.
COc1ccc(C2/C(=C(\O)c3ccc4c(c3)OCCO4)C(=O)C(=O)N2Cc2cccnc2)cc1 (configuration not stated)	1.3	-1.3	-6.6	-9.1	-0.1	-3.0	0.9	7.4	-5.7	-3.8
COc1ccc(NC(=O)C2C3C=CC4(O3)C2C(=O)N(CCCN2CCCC(C)C2)C4C(=O)NC2CCCCC2)cc1 (configuration not stated)	11.7	-11.7	-10.2	-4.4	16.3	-2.0	-0.7	-19.8	3.7	-2.6
COC(=O)C1C(=O)NC(SC)=C(C#N)C1c1ccccc1F (configuration not stated)	-15.0	15.0	-14.5	-1.4	.	-0.8	10.6	2.8	2.4	.
Cc1nnc(Sc2nc3c(c(=O)[nH]c(=O)n3C)n2Cc2ccccc2)s1	-29.3	29.3	-11.4	-2.2	20.5	0.7	-3.6	4.5	.	.
CN(C)CCC(Oc1ccccc1OCc1ccccc1)c1ccccc1 (configuration not stated)	-9.1	9.1	-21.8	12.4	14.4	-0.6	2.7	-10.4	13.3	-0.4
CCOc1cc(C(=O)Nc2ncccn2)cc(OCC)c1OCC	5.9	-5.9	-8.8	-7.8	-1.6	-3.9	1.9	-10.4	6.0	-0.4
Cc1ccc(CN2CCN(/N=C/c3cccn3C)CC2)c(C)c1	-2.2	2.2	-7.8	-1.9	0.0	0.0	4.8	-12.9	.	7.3
COc1ccc(/C=N/N=C2/NC(=O)C(CC(=O)O)S2)cc1OCc1ccc(Cl)cc1 (configuration not stated)	-25.3	25.3	7.9	-17.9	11.3	-2.5	0.3	-6.1	3.7	-0.9
Cc1cccc(NC(=O)CCN2CC(C)OC(C)C2)c1 (configuration not stated)	.	.	-11.0	-8.7	7.6	-0.9	.	0.4	-2.4	-0.9
Cc1cccc(C(C)C)c1NC(=O)c1c(-c2ccccc2)noc1C	-14.9	14.9	-15.0	8.7	-19.0	-2.7	-2.6	-4.7	-2.5	-1.2
COc1ccc(NC(=O)C2CCCN2S(=O)(=O)c2ccc3c(c2)CCC(=O)N3)c(OC)c1 (configuration not stated)	-9.3	9.3	2.4	5.4	3.2	-0.7	13.6	1.5	.	.
CSc1nc(S(=O)(=O)c2ccccc2)c(Cl)s1	-6.1	6.1	-7.4	3.7	0.6	-1.5	.	-10.7	-1.9	-4.0
COc1ccc(C)cc1NC(=O)CC(NC(C)=O)c1ccccc1 (configuration not stated)	-10.9	10.9	-13.8	-7.5	10.7	0.5	-4.3	-2.7	2.0	1.0
Cc1ccnc(NC(=S)NC(=O)c2cncc(Br)c2)c1	0.1	-0.1	1.5	36.8	12.8	-3.4	-0.7	-7.1	-1.5	1.8
Cc1ccc2c(COC(=O)c3c(C)noc3C)cc(=O)oc2c1	0.9	-0.9	8.0	4.6	-4.6	0.9	1.8	-12.7	-3.2	-2.4
COc1cc(C(=O)Nc2ccc(S(=O)(=O)Nc3cc(C)nc(C)n3)cc2)cc(OC)c1OC	0.4	-0.4	-11.6	-2.2	-6.4	1.1	-3.0	-5.6	-2.9	.
O=C(O)C1(c2ccccc2)CCN(S(=O)(=O)c2cccc(Cl)c2)CC1	0.4	-0.4	-1.6	-1.0	-3.2	-3.5	11.9	1.1	-4.1	-0.9
CCOCCCNS(=O)(=O)c1ccc(NC(=O)c2ccccc2)cc1	27.8	-27.8	-5.4	-0.3	-29.3	-0.9	-0.4	-4.0	-0.5	-1.2
O=C(NC(=S)NCCc1ccccc1)c1ccco1	-34.0	34.0	8.7	12.9	-7.2	-2.8	-3.8	-4.1	-0.6	-2.9
NC(N)=NN=C1CCCCCCCCCCC1	7.4	-7.4	-14.5	.	9.7	-1.2	13.3	-6.3	1.2	-2.0
O=C(CSC1=Nc2ccccc2C2=NC(c3ccccc3)C(=O)N12)NCC1CCCO1 (configuration not stated)	-6.2	6.2	0.6	-11.3	17.0	-2.2	-3.6	2.2	.	-2.2
COc1ccccc1NC(=O)CNC(=O)c1ccc([N+](=O)[O-])cc1	.	.	-2.7	-4.8	6.2	-0.6	6.5	-3.0	-3.5	2.5
CS(=O)(=O)c1cnc2c(S(=O)(=O)c3ccccc3)cnn2c1N	0.6	-0.6	-9.0	5.2	28.0	-1.0	-1.4	0.9	-4.8	6.0

# Profiles as entered above. Order of values: SR-BI HDL uptake | SR-BI uptake up | PvdQ acylase | MITF act | PfHsp90 yeast 2 | CAL PDZ FP-1 | Rtt109 Vps75 | dFosB act | NSD2 HMT inh | CAL PDZ FP-2
# COc1ccccc1NC(=O)CNC(=O)c1ccc([N+](=O)[O-])cc1 is entered as . | . | -2.7 | -4.8 | 6.2 | -0.6 | 6.5 | -3.0 | -3.5 | 2.5
# Cc1ccc2c(COC(=O)c3c(C)noc3C)cc(=O)oc2c1 is entered as 0.9 | -0.9 | 8.0 | 4.6 | -4.6 | 0.9 | 1.8 | -12.7 | -3.2 | -2.4

# Compound activity from PubChem BioAssay.
